Screens as filed in PubChem.
Shn3 3UTR inh – reduces Shn3 3'UTR luciferase signal in osteoblasts. 0.52% of 360,000 active. inhibition, % at 12.5 µM. AID 588674. Clone20 osteoblast Shn3 3'UTR firefly luciferase, 24 h;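 active = mean inhibition of at least 75% with every replicate also reaching 75%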;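 also: 0% = median of neutral control wells and 100% = pilot-screen positive control compound; some compounds past the cut are filed as inactive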
HIF-2a block – blocks HIF-2a reporter activity | inhibition, % at 18.8 µM | 0.72% of 360,000 active | 786-0 RCC cells HIF-2a reporter, luciferase luminescence, overnight;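 active = inhibition of the luminescence signal of 40% or more relative to plate controls, in a single-dose primary screen at 18.75 µM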
PDI turbidity – inhibitors of human protein disulfide isomerase; 0.052% of 350,000 active; AID 588391; PDI insulin aggregation turbidity, A650, 90 min; P07237; inhibition, % at 10 µM;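 active = mean inhibition across replicates of 30% or more, whatever share of single replicates reach that level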;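 also: absorbance from insulin aggregation driven by PDI reduction with DTT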
Target sequence (P07237 whole entry, looked up): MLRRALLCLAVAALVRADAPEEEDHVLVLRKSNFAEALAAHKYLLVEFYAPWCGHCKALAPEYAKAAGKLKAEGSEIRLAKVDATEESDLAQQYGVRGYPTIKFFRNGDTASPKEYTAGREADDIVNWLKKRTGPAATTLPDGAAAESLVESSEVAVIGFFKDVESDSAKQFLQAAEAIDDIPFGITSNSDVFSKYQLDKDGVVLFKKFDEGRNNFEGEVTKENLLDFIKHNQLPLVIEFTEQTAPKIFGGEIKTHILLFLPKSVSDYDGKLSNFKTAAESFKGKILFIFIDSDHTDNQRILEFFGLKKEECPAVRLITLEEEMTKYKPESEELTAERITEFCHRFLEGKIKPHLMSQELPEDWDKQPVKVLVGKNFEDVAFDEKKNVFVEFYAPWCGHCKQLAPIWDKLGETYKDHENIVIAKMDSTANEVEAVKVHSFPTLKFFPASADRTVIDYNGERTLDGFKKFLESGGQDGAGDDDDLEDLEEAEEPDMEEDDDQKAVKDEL
KKLEB cytotox – reduces viability of KKLEB cystic fibrosis airway cells | KKLEB CF airway cells viability, ATPlite luminescence, overnight; hits give low values; cells stimulated with P. aeruginosa culture filtrate | activity change (cytotoxicity), % at 5 µM | 0.36% of 360,000 active | AID 602141;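 active = corrected activity change at or below -50% at 5 µM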
Vif inh – inhibitors of HIV Vif | HEK293T cells, Vif self-association by quenched fluorescence, imaging, 24 h | inhibition, % at 7.49 µM | 0.35% of 340,000 active | AID 602346; in the data active = inhibition above about 50%, passing the limit was not always enough; also: some results filed as inactive read as strong as hits
CF NFkB inh – blocks PAF-induced NF-kB reporter in cystic fibrosis cells | inhibition, % at 5 µM | 0.86% of 360,000 active | AID 588850 | KKLEB NF-kB-GFP reporter, GFP fluorescence overnight;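 active = at least 50% inhibition at 5 µM, scaled per plate between neutral and stimulator controls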;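 also: PAF is a Pseudomonas aeruginosa culture filtrate used as stimulus; plate controls were PAF-stimulated DMSO wells for no effect and unstimulated DMSO wells for full effect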
CaV13 FRET inh – Disruptors of the CACNA1D IQ motif to Ca2+-dependent inactivation inhibitor domain association, primary screening, Förster resonance energy transfer in intact living … | HEK cells, CFP/YFP FRET ICDI-IQ, plate reader, 10 min; percent FRET-ratio fall versus neutral wells | inhibition, % at 12.3 µM | 0.098% of 340,000 active | AID 743397;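 active = mean replicate inhibition of at least 30% and at least 1% of replicates passing that level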;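 also: 0% = median of the neutral control wells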
TRPM1 prom inh – reduces MITF-dependent TRPM1 promoter luciferase signal | AID 488899 | SK-MEL-5 TRPM1 promoter luciferase, 24 h | 0.83% of 330,000 active | inhibition, % at 12.5 µM;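 active = mean inhibition across replicates of 60% or more, whatever share of single replicates reaches that level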; also: values of inactives mirror those of a sister screen read the other way
Peg3 promoter – reduces Peg3 promoter-driven luciferase expression in HeLa; HeLa PEG-Prom luciferase reporter, luminescence, overnight; 1.7% of 360,000 active; inhibition, % at 20 µM; AID 588405;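 active = inhibition of at least 50% at 20 µM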
NR2E3 ag-1 – agonists of human nuclear receptor NR2E3; Q9Y5X4; GST-NR2E3/biotin-RetCOR TR-FRET, 1536-well; inhibition of corepressor binding, % at 4.78 µM; 0.12% of 320,000 active; AID 2300;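 active = percent inhibition above the cutoff of mean plus 3 SD of all tested compounds, set per screening campaign, cut at about 20% in these data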;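 also: 0% = DMSO wells and 100% = biotin wells as full block of FRET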
Target sequence (Q9Y5X4 whole entry, looked up): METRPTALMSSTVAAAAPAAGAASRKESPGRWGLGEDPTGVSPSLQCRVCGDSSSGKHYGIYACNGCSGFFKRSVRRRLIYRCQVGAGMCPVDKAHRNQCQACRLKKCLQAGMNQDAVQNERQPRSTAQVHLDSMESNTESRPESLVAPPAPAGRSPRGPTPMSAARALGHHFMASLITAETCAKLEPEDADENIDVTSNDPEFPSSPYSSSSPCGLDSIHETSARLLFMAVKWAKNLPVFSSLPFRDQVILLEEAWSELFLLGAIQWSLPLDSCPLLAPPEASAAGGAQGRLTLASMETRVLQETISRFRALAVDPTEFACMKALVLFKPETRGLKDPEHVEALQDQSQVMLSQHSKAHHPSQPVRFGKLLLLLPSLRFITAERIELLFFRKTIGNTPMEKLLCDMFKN
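Test system: GST-NR2E3 and biotin-RetCOR proteins | Quantity: 1.35 nM GST-tagged NR2E3 final | Medium: Tris pH 7.5 | Also added: 7 nM biotin-RetCOR | Dosing: Compound at 4.8 µM, single dose | Timing: 5 h at 4 °C | Detection: Time-resolved FRET | Read-out basis: Percent inhibition | Benchmarks: Biotin wells as high control, 0.6% DMSO wells as low control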
NR2E3 ag-2 – activates human NR2E3 receptor. 0.35% of 360,000 active. AID 602229. inhibition of corepressor binding, % at 3.98 µM. CHO-S Gal4-NCOR/VP16-NR2E3 two-hybrid, luciferase. Q9Y5X4;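 active = inhibition above the mean of all tested compounds plus 3 SD, cut at about 70% in these data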;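 also: 0% = DMSO with NR2E3 transfected cells and 100% = cells lacking NR2E3 construct; higher means lower luciferase signal from less NR2E3 corepressor binding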
An asterisk follows results filed as active; x = not tested or not shown.

SMILES | Shn3 3UTR inh | HIF-2a block | PDI turbidity | KKLEB cytotox | Vif inh | CF NFkB inh | CaV13 FRET inh | TRPM1 prom inh | Peg3 promoter | NR2E3 ag-1 | NR2E3 ag-2
Cc1ccc(/C=N/NC(=O)Cn2cncn2)cc1 | -9 | 3 | -2 | 1 | 7 | -18 | 1 | -13 | -2 | -5 | -9
N#CCC(=O)N/N=C/c1ccc(OC2CSC2)cc1 | -11 | -3 | 5 | 14 | 10 | -3 | 1 | -7 | -13 | 2 | 13
COc1cccc(N/C(N)=N/c2nc(C(F)(F)F)cc(=O)[nH]2)c1 | -1 | 10 | 19 | -20 | -2 | 22 | -10 | -10 | 15 | -1 | -4
CCN(Cc1ccccc1)C(=O)COC(=O)Cn1cnc2ccccc21 | -1 | 14 | -2 | 1 | -2 | -5 | 0 | 9 | 14 | 4 | 5
COc1ccc(CN2C(=O)CN(C3CCCCCC3)C(=O)C2c2ccc(F)cc2)cc1 (configuration not stated) | 20 | 20 | 4 | 13 | -1 | -13 | -5 | 4 | 17 | 3 | 4
O=C(CCS(=O)(=O)c1ccccc1)NNC(=O)COc1ccc(F)cc1 | -9 | 4 | 3 | 17 | -3 | -5 | -6 | 3 | 7 | x | -15
Cc1ccc(S(=O)(=O)CCc2nc3ccccc3[nH]2)cc1C | 4 | 3 | 2 | -7 | -8 | 10 | -5 | -2 | 5 | 1 | 9
C[C@]12CCC3c4ccc(O)cc4CCC3C1CC/C2=N\N (some centres not stated) | -6 | 21 | 14 | -1 | 9 | -10 | -5 | -8 | 14 | 1 | 14
COc1ccccc1/C=C/C(=O)OCC(=O)NC(=O)NC1CCCC1 | -3 | 11 | -5 | -2 | -7 | 15 | -6 | 7 | 15 | x | -11
Cc1csc(SCC(=O)Nc2cc(S(=O)(=O)N(C)C)ccc2C)n1 | -10 | -16 | 2 | -11 | 0 | -1 | -5 | 4 | -5 | 4 | -9
Cc1ccc(S(=O)(=O)NCC(c2ccco2)N2CCOCC2)cc1 (configuration not stated) | 5 | 20 | 1 | -6 | -7 | -7 | -5 | -1 | 4 | 3 | 6
Cc1ccc(CCNC(=O)c2cc(-c3ccncc3)nc3ccc(S(=O)(=O)N4CCOCC4)cc23)cc1 | 8 | 10 | -5 | 9 | 8 | 10 | -7 | 4 | 4 | 1 | -10
CC(=O)N1c2ccc(S(=O)(=O)N(C)CC(=O)NCc3ccccc3)cc2CC1C (configuration not stated) | -10 | 11 | 11 | -2 | 5 | 2 | 0 | 4 | -3 | 2 | -5
O=c1ccsn1Cc1ccccc1 | -4 | 30 | 1 | -11 | -3 | -24 | x | -8 | 21 | 1 | 30
O=C(CSc1nc2ccccc2[nH]1)Nc1ccc2c(c1)OCCO2 | -27 | -147 | 2 | 9 | -6 | 12 | -5 | -12 | -139 | 6 | -32
Cc1cc[n+](-c2[nH]c(=O)sc2/C=N/N=C(\[O-])c2ccncc2)cc1 | -6 | -1 | 9 | -44 | 1 | -6 | -15 | 9 | -1 | 0 | -8
S=c1[nH]nc(-c2ccco2)n1-c1cccc2ccccc12 | 9 | 11 | -4 | 4 | x | -11 | x | 3 | 21 | -4 | 11
COCCCNC(=O)Cn1nnc(-c2ccccc2NC(=O)c2ccccc2F)n1 | 2 | 0 | -2 | 7 | 5 | -21 | -8 | 5 | 15 | -2 | -24
Cc1cccc(NCCC#N)c1 | 9 | 13 | -7 | -5 | -9 | 3 | -4 | 6 | 0 | 1 | -17
N#CCC(CNc1ncc(C(F)(F)F)cc1Cl)OC(=O)c1cccc([N+](=O)[O-])c1 (configuration not stated) | -7 | -5 | 5 | -7 | -5 | -3 | -4 | -17 | 9 | 2 | 16
CCOc1ccc(Nc2nnc(SCc3nc4ccccc4c(=O)[nH]3)s2)cc1 | 25 | -109 | -7 | -21 | -4 | -11 | 1 | 7 | 3 | -1 | -25
CCCNC(=O)CN1C(=O)c2ccccc2Sc2ncccc21 | -4 | 6 | 9 | -3 | 3 | -8 | -4 | 10 | 5 | 0 | -17
COc1c(C)cc(C(=O)C2CCCN(C(=O)C3=C(C)OCCO3)C2)cc1C (configuration not stated) | 17 | 8 | -3 | -1 | 2 | -20 | -6 | 11 | 7 | 0 | 24
CC(C)(C)NC(=O)/C(=C\c1ccc(Br)cc1)NC(=O)c1cccs1 | 5 | 16 | -2 | -2 | 4 | 4 | -7 | 6 | 22 | -2 | -4
Cc1ccc2c(CC(=O)NCC(=O)Nc3c(C)cccc3C)coc2c1 | 2 | 6 | -4 | -7 | -1 | -2 | -6 | 1 | -6 | -3 | -2
O=C(O)C(=O)Nc1nc(-c2ccc3c(c2)OCCO3)cs1 | -17 | -34 | 1 | 2 | -3 | 10 | -5 | -1 | -44 | 0 | -27
COc1ccc(NC(=S)NCc2cccnc2)cc1 | -8 | 3 | -5 | 0 | 8 | 0 | -3 | 2 | 10 | 1 | -2
CCOC(=O)C1=C(C)Nc2ccccc2N=C1NC(=O)C1CCN(C(=O)c2ccccc2C)CC1 | 15 | 11 | 3 | 4 | -7 | -20 | -7 | 4 | 20 | x | -16
C=CCOc1ccccc1C1C2=C(CC(C)(C)CC2=O)Nc2c1c(=O)n(C)c(=O)n2C (configuration not stated) | 7 | 19 | -1 | 0 | 1 | 4 | x | 6 | 8 | 1 | -2
CCCCN(C(=O)c1cc(S(=O)(=O)N2CCCCC2)ccc1Cl)c1c(N)n(CCC)c(=O)[nH]c1=O | -13 | 0 | -1 | -5 | -7 | 1 | -2 | 10 | 8 | x | 9

Already shown: entries from further up.
SMILES | Shn3 3UTR inh | HIF-2a block | PDI turbidity | KKLEB cytotox | Vif inh | CF NFkB inh | CaV13 FRET inh | TRPM1 prom inh | Peg3 promoter | NR2E3 ag-1 | NR2E3 ag-2
CCOC(=O)C1=C(C)Nc2ccccc2N=C1NC(=O)C1CCN(C(=O)c2ccccc2C)CC1 | 15 | 11 | 3 | 4 | -7 | -20 | -7 | 4 | 20 | x | -16
C=CCOc1ccccc1C1C2=C(CC(C)(C)CC2=O)Nc2c1c(=O)n(C)c(=O)n2C (configuration not stated) | 7 | 19 | -1 | 0 | 1 | 4 | x | 6 | 8 | 1 | -2
CCCCN(C(=O)c1cc(S(=O)(=O)N2CCCCC2)ccc1Cl)c1c(N)n(CCC)c(=O)[nH]c1=O | -13 | 0 | -1 | -5 | -7 | 1 | -2 | 10 | 8 | x | 9

(next part)
SMILES | Shn3 3UTR inh | HIF-2a block | PDI turbidity | KKLEB cytotox | Vif inh | CF NFkB inh | CaV13 FRET inh | TRPM1 prom inh | Peg3 promoter | NR2E3 ag-1 | NR2E3 ag-2
C/C=C/C(=O)Nc1nnc(-c2ccccc2C)s1 | -10 | -84 | 0 | 5 | -5 | 2 | -1 | -9 | -54 | -29 | 7
CC1CCN(S(=O)(=O)N2CCC(C(=O)NCc3cccs3)CC2)CC1 | 18 | -4 | 4 | 1 | -2 | -2 | -7 | 2 | 14 | -1 | 15
CCC(CO)NCc1ccc2c(c1)n(C)c(=O)n2C (configuration not stated) | -6 | 10 | -2 | 8 | 2 | -3 | -6 | -2 | 2 | 4 | 16
COc1ccc(-c2cc(C(F)(F)F)n3nc(C(=O)N4CCOCC4)nc3n2)cc1 | 7 | 0 | -4 | 2 | -4 | -3 | x | -1 | -3 | x | -8
Cc1ccc(NC(=O)c2sc3ncn(CC(=O)N4CCN(c5ccccn5)CC4)c(=O)c3c2C)cc1 | 5 | -32 | 16 | -4 | 2 | 13 | -4 | x | -28 | x | -24
Cn1c(=O)c2c(nc(SCCN3CCCCC3)n2C)n(C)c1=O | -12 | 11 | -4 | 8 | 13 | -12 | -5 | 5 | 13 | 0 | -17
C[N+]1(C)CC2([N+](=O)[O-])CC=C(Oc3ccccc3)C([N+](=O)[O-])(C2)C1 (configuration not stated) | -3 | 11 | 1 | 0 | -5 | 15 | -3 | 2 | 1 | -2 | 6
CCS(=O)(=O)c1nc(S(=O)(=O)c2ccc(C)cc2)c(N2CCN(CCO)CC2)s1 | -7 | 6 | -8 | 6 | 4 | -15 | -3 | 7 | -13 | -6 | 11
O=C(NCc1ccc(Cl)cc1)c1n[nH]c([N+](=O)[O-])c1Cl | 0 | -175 | 11 | 14 | 3 | 23 | -8 | 1 | -104 | 3 | -108
COc1ccc(CC(=O)OCc2cc(=O)n3cc(Br)ccc3n2)cc1OC | 7 | -15 | 3 | 5 | 2 | -21 | -1 | 2 | -2 | -3 | -8
CCn1c(CSc2nc3ccccc3s2)nnc1SCC(=O)c1ccc(O)cc1O | 22 | -19 | 4 | -8 | 11 | 3 | -8 | -1 | 3 | -2 | -19
Cn1nnnc1SCC(=O)c1ccc(Br)s1 | -19 | -34 | 7 | 23 | -1 | 20 | -5 | -11 | -37 | 6 | -25
Cc1cccc2nc(-c3ccco3)oc(=O)c12 | -29 | 17 | -5 | 5 | 4 | 18 | -4 | -1 | 7 | -2 | -18
COC(=O)c1ccc([C@@H]2C[C@H]3CN(Cc4cccnc4)C(=O)[C@]34CCCN24)cc1 | -4 | 13 | 2 | 0 | 9 | 4 | -7 | 1 | 4 | 3 | 1
CCOc1cc(CNc2ccc(N3CCCCC3)cc2)cc(Br)c1OCC(=O)NC(C)(C)C | 42 | 20 | -3 | 0 | -17 | 22 | -2 | 1 | 8 | -2 | -5
CCc1nnc(NC(=O)CSc2nc3cccnc3n2C2CCCCC2)s1 | 4 | -1 | 18 | -6 | 2 | 14 | x | 2 | 16 | 1 | -6
CCN(CC)c1ccc2c(c1)oc(=O)c1c(Cl)cc(=O)oc12 | 96* | 93* | 15 | -34 | 0 | 8 | x | 80* | 101* | 7 | -33
CC(C)Cn1c(N)c(/C=N/NC(=O)c2ccc(Cl)cc2)c(=O)n(C)c1=O | -4 | -3 | 13 | 0 | 29 | 12 | -2 | 3 | -4 | 0 | -16
CCc1ccc(/C=C(\Cl)c2nc3cc(Cl)ccc3c(=O)[nH]2)cc1 | -11 | 3 | -5 | 3 | -10 | -10 | -5 | -8 | 9 | -1 | 0
c1cc(-c2ccc(N3CCOCC3)cc2)n2ccnc2c1 | -29 | -154 | 11 | 6 | -3 | 1 | -6 | x | -152 | x | -44
CNc1ccc(/C=C(\C#N)c2ccccn2)cc1[N+](=O)[O-] | -40 | -328 | -4 | -10 | -6 | -18 | -11 | -78 | -187 | -1 | -78
CC1CCN(c2ccc3nnc(CCC(=O)Nc4ccc(F)cc4)n3n2)CC1 | 17 | 1 | -3 | -11 | -4 | 23 | -4 | 1 | 5 | 0 | -13
Cc1ccccc1S(=O)(=O)N1CCN(c2ccc3c(c2)C2CC3CCN2C(=O)OCc2ccccc2)CC1 (configuration not stated) | -15 | -109 | x | -19 | 11 | 16 | -6 | x | -57 | x | -33
OCCCNc1nccc(-c2cc(Nc3cccc(Cl)c3)ncn2)n1 | 96* | -18 | -4 | -29 | -8 | 84* | -5 | 47 | 98* | 1 | 101*
CC(=O)NC(c1ccc(F)c(F)c1)c1nc(-c2cccc(C(=O)O)c2)cs1 (configuration not stated) | -64 | -68 | 11 | 4 | -3 | -8 | -4 | x | -231 | x | -43

Rows are unselected, and some 3.3% of all compounds hit somewhere here.
